HTR5A inv ctr: inverse agonist of human HTR5A in OPRM1-OPRD1 counter-screen | HTR5A cell line, luminescence, inverse agonism | inhibition, % at 9.3 µM | actives 0.083% (n = 340,000) | AID 504634; in the data active = inhibition mostly above about 23%, no sharp cut-off; inactive = mostly below about 18%;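 also: 0% = cells with DMSO and 100% = no-cell wells with DMSO; some compounds called inactive have numbers as strong as hits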
Target sequence (P47898 whole entry, looked up): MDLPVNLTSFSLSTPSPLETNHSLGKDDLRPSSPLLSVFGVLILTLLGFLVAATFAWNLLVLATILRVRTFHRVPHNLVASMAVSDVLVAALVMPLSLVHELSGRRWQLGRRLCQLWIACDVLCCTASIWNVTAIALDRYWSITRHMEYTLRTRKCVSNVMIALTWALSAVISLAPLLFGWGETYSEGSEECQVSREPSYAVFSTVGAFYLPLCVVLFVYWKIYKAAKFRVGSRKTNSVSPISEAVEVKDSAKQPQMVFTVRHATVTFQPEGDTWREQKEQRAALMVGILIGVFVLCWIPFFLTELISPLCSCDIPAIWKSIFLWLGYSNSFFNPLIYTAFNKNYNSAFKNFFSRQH
E coli growth: counter-screen for AddAB inhibitors: E. coli growth inhibition. E. coli V3065 growth, OD600 absorbance, 18 h. inhibition, % at 11.9 µM. actives 0.27% (n = 330,000). AID 449728;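 active = inhibition above the campaign's mean inhibition across all tested compounds plus 3 SD, cut at about 9.9% in these data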;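 also: uninfected addAB+ strain grown without phage in ampicillin broth; 0% = DMSO wells and 100% = ciprofloxacin 0.95 µg/ml wells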
PKA-R2B act: activates the human PKA-R2B holoenzyme complex | AID 504700 | PKA-R2B holoenzyme dissociation, Cy5-IP20 fluorescence polarization; R2B truncated from residue 108, S112A mutant; 0% DMSO only, 100% 113 µM cGMP | activation, % at 11.4 µM | P22694+P31323 | actives 0.079% (n = 340,000);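 active = activation above a cutoff set at the mean over all compounds plus 3 SD, cut at about 18% in these data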;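 also: higher means more holoenzyme dissociation and a rise in polarization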
Target sequence (P31323 whole entry, looked up, other chains not shown, the tested form may be a part): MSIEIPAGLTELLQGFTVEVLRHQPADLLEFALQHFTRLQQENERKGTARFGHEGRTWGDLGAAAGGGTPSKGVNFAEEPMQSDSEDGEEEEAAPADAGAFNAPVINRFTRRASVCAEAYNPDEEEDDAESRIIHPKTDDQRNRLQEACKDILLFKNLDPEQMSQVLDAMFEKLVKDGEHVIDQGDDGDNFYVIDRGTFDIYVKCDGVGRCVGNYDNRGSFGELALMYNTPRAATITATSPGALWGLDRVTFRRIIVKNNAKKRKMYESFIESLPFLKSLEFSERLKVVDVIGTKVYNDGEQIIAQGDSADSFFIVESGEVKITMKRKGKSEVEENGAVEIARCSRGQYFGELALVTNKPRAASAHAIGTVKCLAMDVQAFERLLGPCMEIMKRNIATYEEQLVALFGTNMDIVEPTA
DAGLB inhibitor: blocks human DAGLB lipase activity; inhibition, % at 5.17 µM; actives 0.059% (n = 340,000); AID 504411; Q8NCG7; HEK293T DAGLB membrane lysate, EnzChek fluorogenic substrate; in the data active = inhibition above about 34%;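 also: 0% = enzyme with vehicle and 100% = wells lacking enzyme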
AddAB inh: less growth of phage-infected E. coli with AddAB | AID 435030 | actives 0.29% (n = 330,000) | inhibition, % at 11.9 µM | E. coli expressing H. pylori AddAB, absorbance growth; in the data active = inhibition above about 12%;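 also: 0% = vehicle wells of infected cells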
CDK5 inh: blocks human CDK5/p35 kinase activity; Q00535+Q15078; inhibition, % at 10 µM; AID 488839; Recombinant CDK5/p35, ADP-Glo luminescence, 60 min; actives 0.01% (n = 330,000);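 active = highest replicate inhibition of at least 50% and at least 75% of replicates reaching 50%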;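 also: plate controls were DMSO neutral control for no effect and GW8510 at 10 µM for full effect; many of its hits are not listed in these tables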
SUMO Mot1 rescue: blocks SUMOylation pathway, rescuing yeast Mot1-301 growth. growth rescue, % at 18.8 µM. AID 2716. S. cerevisiae Mot1-301 growth rescue, ATP luminescence, 38.5C; percent above DMSO median, 100 means doubled. actives 1% (n = 320,000);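 active = every valid replicate shows activation above 250% relative to neutral control wells; inactive = the rest, any valid replicate at or below 250%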;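 also: OY570 slx delta 5 strain wells were the positive control but not used for scaling; some compounds called inactive have numbers as strong as hits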
HTR5A ag: counter-screen for OPRM1-OPRD1 agonists: human HTR5A agonism; P47898; HTR5A agonist assay, luminescence, cell-based; activation, % at 9.3 µM; actives 0.61% (n = 340,000); in the data active = activation mostly above about 9.5%, no sharp cut-off; inactive = mostly below about 7.6%;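 also: 0% = cells with vehicle only and 100% = reference agonist; strong numbers were not always called active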
phage Ecoli inh: E. coli growth loss with phage present; growth absorbance; inhibition, % at 11.9 µM; actives 0.26% (n = 360,000); AID 651602; in the data active = inhibition above about 11%
PKA-R1A activ: activators of PKA-R1A complex; P00514+P68181; PKA-R1A dissociation, Cy5-IP20 fluorescence polarization; scaled: DMSO 0%, 113 µM cGMP 100%; activation, % at 11.4 µM; actives 0.083% (n = 340,000); AID 504707;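 active = percent activation above the mean of all tested compounds plus 3 SD, cut at about 19% in these data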;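 also: higher means more PKAc released from R1A so a rise in polarization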
Tat export inh: blocks Tat-dependent protein export in E. coli; actives 0.036% (n = 340,000); E. coli MC4100 TorA-mCherry Tat export, fluorescence; inhibition, % at 10 µM;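 active = mean replicate inhibition at least 50% and at least half of replicates individually reaching 50%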;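 also: exported cargo escapes ClpAP degradation while cytoplasmic cargo is degraded and loses fluorescence; 0% = median of neutral control wells and 100% = median of NaSCN control wells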
The depositor's hits bear a star; nt = no result given.

SMILES	HTR5A inv ctr	E coli growth	PKA-R2B act	DAGLB inhibitor	AddAB inh	CDK5 inh	SUMO Mot1 rescue	HTR5A ag	phage Ecoli inh	PKA-R1A activ	Tat export inh
Cc1cc(N2CCN(c3ccccc3)CC2)n2cc(-c3ccccc3)nc2n1	-1	-0.8	-8	3	-0.2	1.0	nt	-1	-0.3	-14	0
CC(=O)Nc1cc(S(=O)(=O)Nc2ccc(C)cc2)c(C)cc1C	9	3.5	5	0	2.7	1.7	6	-4	1.3	-7	-1
COc1ccc(OCC(=O)NNC(=O)c2cccc(O)c2)cc1	9	0.9	5	0	2.7	-1.6	16	0	3.5	3	-6
Cc1cc(=O)[nH]c(-n2[nH]c3c(c2=O)CCCC3)n1	-12	-6.3	6	-2	-0.7	0.5	nt	9	-2.8	-9	-5
CCCCOc1ccc(C(=O)Nc2ccc(N3CCN(C(=O)C(C)C)CC3)cc2)cc1	-26	0.0	-8	2	0.8	-0.4	0	2	1.7	-7	3
CS(=O)(=O)N(Cc1ccc(C(=O)NCCSc2ccccn2)cc1)c1ccccc1	-9	1.9	-2	2	2.5	-0.5	0	3	1.7	-8	2
O=C(NCCCn1ccnc1)c1cccc(S(=O)(=O)N2CCCCCC2)c1	-9	0.4	6	-3	3.1	0.0	31	5	1.9	6	-6
CC1CCCC(NC(=O)C2CCCN2S(=O)(=O)c2cccc3nsnc23)C1C (stereo not given)	-4	1.5	2	0	-1.2	0.5	-24	1	2.5	1	-6
CCC/C(=C1/c2ccccc2C(=O)N1c1ccccc1)c1ccc2[nH]ccc2c1	-17	1.6	-21	-4	3.5	-0.9	4	6	-0.2	-10	-4
O=c1[nH]c2ccc(Cl)cc2[nH]1	-9	nt	-5	-2	nt	-0.5	nt	2	1.8	-10	10
NC(=O)[C@H]1CC2(CC(c3cccc(NC(=O)COc4ccc(Cl)cc4)c3)=NO2)CN1C(=O)c1ccccc1C(=O)c1ccccc1 (stereo not given in full)	-14	0.7	-10	3	-1.8	-0.2	4	5	2.5	-3	8
CNC(=S)N(CCc1c(C)[nH]c2ccc(F)cc12)Cc1ccco1	-16	-0.8	7	-1	0.7	-0.6	0	4	-0.5	-2	-4
Cc1ccc(N(Cc2ccc(C(=O)NN=C3CCN(C)CC3)cc2)S(C)(=O)=O)cc1C	5	-1.6	-4	-3	0.7	0.9	-5	5	3.2	-2	-6
N#Cc1ccc2[nH]cc(CCO)c2c1	-12	0.2	-8	2	-0.3	-0.1	-20	1	3.2	4	-7
CCCOC(=O)c1c(-c2ccccc2)nc(CC)c(C(=O)SCC)c1CCC	-9	0.6	0	-13	-2.7	-0.7	-5	2	2.9	14	0

Overlap with the part before: 2 entries, then new ones.
SMILES	HTR5A inv ctr	E coli growth	PKA-R2B act	DAGLB inhibitor	AddAB inh	CDK5 inh	SUMO Mot1 rescue	HTR5A ag	phage Ecoli inh	PKA-R1A activ	Tat export inh
N#Cc1ccc2[nH]cc(CCO)c2c1	-12	0.2	-8	2	-0.3	-0.1	-20	1	3.2	4	-7
CCCOC(=O)c1c(-c2ccccc2)nc(CC)c(C(=O)SCC)c1CCC	-9	0.6	0	-13	-2.7	-0.7	-5	2	2.9	14	0
O=C(c1cc(-c2cccc(Cl)c2)on1)N1CCCCCC1	-3	0.2	1	-6	0.5	-0.2	-9	-3	-2.5	9	5
Cc1ccc(NC(=O)C(=O)NCCN2CCN(S(=O)(=O)c3ccccc3)CC2)cc1C	6	5.1	12	-3	1.3	0.6	138	3	4.9	-1	-3
CCC(=O)Nc1ccc(-c2cc3ccccc3oc2=O)cc1	10	2.2	4	-2	6.2	-0.9	3	-4	2.9	-5	-9
CCCCC(=O)OCC(=O)c1ccc(OCC)cc1	5	2.1	-11	-3	-0.6	-1.3	59	-4	1.1	-1	-1
Cc1nn(C)cc1C1C2=C(CC(C)(C)CC2=O)N(c2ccccc2)C2=C1C(=O)CC(C)(C)C2	-27	-0.4	-3	-5	2.4	0.6	-21	10	3.8	-13	5
Cc1ccc(C)n1-c1ccc(C(=O)Nc2ccccc2F)cc1	-8	-0.2	-6	-1	0.2	0.3	210	3	2.7	-4	2
Cc1cccc(NC(=O)Cn2cnc3c(cnn3-c3ccc(F)cc3)c2=O)c1C	-9	-0.1	11	-1	-0.1	-0.1	-2	3	0.8	3	-3
COCCn1c(N2CCN(c3ccc(OC)cc3)CC2)nc2c1c(=O)n(C)c(=O)n2C	11	-1.5	-4	-2	0.3	-1.3	-5	-1	1.2	-4	-4
CS(=O)(=O)Nc1ccc(C(=O)NCC2CCCO2)cc1 (stereo not given)	-2	0.5	2	-1	2.2	1.4	4	1	1.0	-3	0
CCc1c(SCCC(=O)O)nc2ccccc2c1C	-56	-1.4	-10	1	5.3	-0.7	-2	2	1.9	-3	0
O=C(COc1ncnc2ccccc12)Nc1cccc([N+](=O)[O-])c1	-1	-0.2	-5	1	-1.3	0.5	11	0	2.0	2	-2
C=CCSC1=N/C(=C\c2ccc(C(=O)O)cc2)C(=O)S1	4	1.0	11	0	1.2	-4.0	-7	-2	2.3	-8	-1
O=C(CSc1nc(-c2ccncc2)nn1CC(=O)N1CCCCC1)NC1CCCC1	-3	0.4	-2	-2	0.3	0.5	nt	1	-0.1	-3	3
CN(C)c1ccc(/C=N\NC(=O)c2cccc3cc[nH]c23)cc1	-11	0.6	-6	3	-3.3	1.3	-20	0	4.6	-9	3
CSc1ncc(-c2ccc(Cl)cc2)[nH]1	16	1.5	4	1	1.1	1.4	10	1	4.5	-7	-5
O=S(=O)(c1cc(Cl)ccc1Cl)N1CCCCC1	-18	-0.8	3	-7	4.2	-1.3	nt	-2	2.5	-4	4
O=C(O)C1C2C=CC(C2)C1C(=O)NC1CCS(=O)(=O)C1 (stereo not given)	-15	0.3	-1	-1	-1.1	-0.6	-2	6	1.0	-12	-1
Cc1cccc(/C=N/N(CCO)C2=NS(=O)(=O)c3ccccc32)c1	-17	-0.9	-13	2	0.3	6.1	3	0	5.1	-7	-7
C[C@@H](C(=O)NCCc1c[nH]c2ccccc12)[C@@H]1C[C@@]1(C)[C@@H](NC(=O)OCc1ccccc1)c1ccccc1	-15	2.1	-12	3	3.4	0.2	-16	5	2.2	-5	-6
CC(C)OC(=O)Cn1nc(C(F)(F)F)c2c1CCCC2	-22	-0.1	16	-1	-3.5	-0.5	4	2	4.3	11	0
O=C(Nc1cccc(S(=O)(=O)N2CCCCC2)c1)Nc1ccc(Cl)cc1Cl	9	2.0	-2	-2	1.7	0.2	nt	-4	3.8	-2	8
COc1ccc(N2CCN(c3nc(NC(C)(C)C)nc(N4CCCCC4)n3)CC2)cc1	5	-0.8	-2	-8	3.7	-0.2	-9	-2	1.7	6	5
CCCCOc1ccc(-c2cc(C(=O)NNC(=S)NCC)c3ccccc3n2)cc1	-2	0.5	-11	0	0.0	5.6	-17	1	nt	0	-13
Cc1cc(C)c(NC(=S)N(CCCN2CCN(C)CC2)Cc2cccs2)c(C)c1	-10	-1.0	-8	0	-0.9	1.3	-17	3	0.5	12	9
Cc1ccc(S(=O)(=O)NCC(=O)N(CC(=O)NCC2CCCO2)CC2CCCO2)cc1 (stereo not given)	-5	-0.1	-4	3	-2.2	1.8	10	2	-0.5	1	-1
CC(Cc1ccccc1)N(C)C(=O)CN1C(=O)c2ccccc2C1=O (stereo not given)	17	nt	-6	-1	nt	2.7	nt	-4	2.5	5	1
CCOc1ccccc1N(CC(=O)O)S(=O)(=O)c1ccccc1	21	-0.6	2	2	1.7	0.0	132	0	1.1	9	-3
Nc1cc2c(cc1[N+](=O)[O-])OCCO2	11	-2.2	0	2	1.8	-6.0	1	-2	4.2	-11	3
O=C(CN1CCOCC1)Nc1c2c(nc3ccccc13)N(Cc1ccccc1)CC2	-1	-0.7	0	-3	1.0	0.2	10	-3	1.0	1	-5
CN(C)c1ccc(CNC(=O)CN2C(=O)COc3ccc(S(=O)(=O)N4CCCC4)cc32)cc1	8	-0.2	-5	1	0.7	0.8	-2	-2	-2.5	-3	-6
Cn1c(CNC(=O)C(C)(C)C)nc2ccccc21	7	1.6	13	1	1.2	0.4	3	-3	3.5	4	-9
COC(=O)CCCC(=O)N1CCC(CO)(CCc2ccccc2)CC1	0	-1.2	0	0	2.4	-1.0	-3	0	2.6	3	-9
CCOc1nc(NCCN2CCOCC2)nc(NC(C)C)n1	9	0.6	-3	-4	3.6	0.7	nt	1	1.3	4	0
COc1ccc(C(=O)Nc2cc3c(cc2Cl)OCCCO3)cc1	-6	3.0	7	-6	4.4	2.5	-19	2	1.7	5	3
Cc1cc(OCC(=O)c2cccc(C(F)(F)F)c2)n2cnnc2n1	-10	-1.1	1	-2	-1.0	1.5	-3	2	3.6	-3	-5
CCC(NC(=O)c1ccccc1NC(=O)c1ccc(C)cc1)C(=O)O (stereo not given)	-9	3.2	6	2	0.3	2.6	-4	0	1.2	12	-2
CCOC(=O)N1CCC(NC(=O)C2=C(C)C(=O)OC23CCC(C)CC3)CC1 (stereo not given)	-1	1.2	-9	-1	-0.6	-0.3	-10	-4	3.3	-3	-3
CCN(CC(=O)NCc1cccs1)C(=O)/C=C/c1cccc(OC)c1OC	3	0.6	-7	-4	2.2	-2.1	-8	-1	2.4	-1	5
Cc1ccc(Cn2cc(/C=N/NC(=O)Cc3nnc(NC(=O)c4ccc(C)cc4)s3)c3ccccc32)cc1	14	-0.9	3	3	5.1	-1.4	-2	1	2.2	-2	-6
COc1ccc([C@H]2CC(=O)C=C(c3ccc4ccn(C)c4c3)C2)cc1	-7	0.5	-7	-3	0.8	-0.2	-4	3	2.7	-6	10
CCC(C(=O)Nc1ccc2c(c1)OCCO2)n1nnc2ccccc2c1=O (stereo not given)	-10	2.6	-2	-1	3.6	nt	-16	-1	0.8	2	-2
CCOC(=O)c1cc2sccc2n1CC(=O)c1ccc2c(c1)OCCO2	13	0.4	-3	-7	2.7	0.1	-31	-5	3.5	1	3
CN(Cc1ccccc1)C(=O)Cn1nc(C(F)(F)F)c2c1CCC2	-10	-2.1	3	-1	0.9	-0.7	nt	1	-0.5	0	1
S=C(NCC1CC1)N/N=C/c1ccccc1Cl	7	2.8	7	-5	2.4	0.1	8	1	0.4	-10	-10
CC(C)(C)C(=O)C(Cc1ccccc1)n1cncn1 (stereo not given)	8	-1.6	-8	-3	1.9	-0.2	55	-5	3.4	-2	5
COc1ccccc1N1CCN(CCCOc2ccc(F)cc2)CC1	17	0.9	-1	-14	1.1	-1.1	7	-6	-3.4	2	-2
CN(CC(=O)N1CCCC1)S(=O)(=O)c1ccc(Cl)cc1	7	-1.5	5	0	1.6	-0.5	-6	2	1.2	5	2
NC(=O)CNC(=O)C1CCN(S(=O)(=O)c2ccc(-n3cnnn3)cc2)CC1	7	0.3	9	-4	3.3	4.3	128	7	3.9	-5	-1
CCOC(=O)c1c(C)[nH]c(C)c1C(=O)COC(=O)c1cc(OC)cc(OC)c1	0	0.5	-8	-3	2.5	4.9	-4	0	1.8	-3	1
